Screening results: PubChem BioAssay, The Scripps Research Institute Molecular Screening Center
CHRM1 agonist = agonists of human M1 muscarinic receptor; P11229; CHO-K1 hM1, Fluo-8 calcium fluorescence, agonist mode; 0% DMSO, 100% acetylcholine EC100; activation, % at 3 µM; 0.33% of 360,000 active; AID 588814;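 active = activation above the run's mean compound activation plus 3 SD, cut at about 16% in these data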;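 also: peak over basal fluorescence ratio within a 140 s kinetic read after compound addition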
Target sequence (P11229 whole entry, looked up): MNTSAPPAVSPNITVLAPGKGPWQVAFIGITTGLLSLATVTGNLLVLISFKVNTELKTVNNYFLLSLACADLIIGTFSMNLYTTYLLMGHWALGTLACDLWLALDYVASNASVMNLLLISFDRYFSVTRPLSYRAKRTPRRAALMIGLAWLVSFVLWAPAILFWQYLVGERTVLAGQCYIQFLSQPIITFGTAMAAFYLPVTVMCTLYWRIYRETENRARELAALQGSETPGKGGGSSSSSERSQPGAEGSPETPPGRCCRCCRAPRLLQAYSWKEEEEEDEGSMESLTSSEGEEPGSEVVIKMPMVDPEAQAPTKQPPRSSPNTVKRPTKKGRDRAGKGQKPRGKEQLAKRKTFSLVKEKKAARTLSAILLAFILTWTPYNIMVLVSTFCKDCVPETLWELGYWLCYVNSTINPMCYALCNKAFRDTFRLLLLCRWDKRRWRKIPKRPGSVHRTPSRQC
M1 antag = blocks human M1 muscarinic receptor | 1.3% of 360,000 active | CHO-K1 hM1, Fluo-8 calcium fluorescence, ACh EC80 antagonist | P11229 | inhibition, % at 3 µM;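 active = percent inhibition above its own plate's cutoff, namely the mean of that plate's compound wells plus 3 SD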;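 also: peak over basal fluorescence ratio during 140 s after agonist addition; 0% = ACh EC80 plus DMSO and 100% = DMSO alone without agonist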
CHO-K1 Ca antag = nonselective inhibitor or artifact in parental CHO-K1 cells; 0.6% of 360,000 active; inhibition, % at 3 µM; ATP-induced calcium, Fluo-8 fluorescence; AID 602250;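 active = inhibition above a per-plate cutoff, the plate's mean sample inhibition plus 3 SD, cut at about 24% in these data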;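 also: 0% = DMSO plus EC80 ATP and 100% = DMSO alone without ATP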
TAAR1 ag = agonists of human TAAR1. Q96RJ0. CHO RD-HGA16 TAAR1, Fluo-8 calcium fluorescence; vehicle wells 0%, saturating PEA agonist 100%. activation, % at 3 µM. 0.99% of 360,000 active;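 active = activation above the mean activation of all test compounds in the run plus 3 SD, cut at about 38% in these data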
Target sequence (Q96RJ0 whole entry, looked up): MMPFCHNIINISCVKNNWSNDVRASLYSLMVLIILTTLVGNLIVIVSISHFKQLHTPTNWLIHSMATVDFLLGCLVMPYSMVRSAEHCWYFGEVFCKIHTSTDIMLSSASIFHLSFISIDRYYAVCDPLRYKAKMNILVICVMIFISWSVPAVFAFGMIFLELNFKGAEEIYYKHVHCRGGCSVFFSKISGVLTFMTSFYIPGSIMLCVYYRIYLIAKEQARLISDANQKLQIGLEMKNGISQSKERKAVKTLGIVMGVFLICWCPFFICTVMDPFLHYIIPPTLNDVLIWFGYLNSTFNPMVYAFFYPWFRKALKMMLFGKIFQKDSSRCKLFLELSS
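Signal – calcium-sensitive Fluo-8 signal, excitation 470-495, emission 515-575 nm · System – RD-HGA16 (CHO) cells co-expressing Gα16 and hTAAR1 · Incubation – 17-24 h seeding, 75 min 37 °C dye, 30 min RT · Compound dosing – 3 µM single concentration · Repeats – no replicates (n 1)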
TAAR1 antag = human TAAR1 antagonism. Q96RJ0. CHO RD-HGA16 TAAR1, Fluo-8 calcium fluorescence, antagonist. inhibition, % at 3 µM. 1.5% of 360,000 active. AID 624466;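 active = inhibition above a per-plate cutoff, the mean inhibition of test compounds on that plate plus 3 SD, cut at about 49% in these data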;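 also: 0% = DMSO plus EC80 beta-PEA response and 100% = DMSO alone without agonist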
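Assay system: RD-HGA16 CHO cells with stable hTAAR1 and Gα16 / Reagent: EC80 β-phenethylamine stimulus / Doses: 3 µM, single point / Timing: dye loading 75 min at 37 °C, then 30 min room temperature / Measured by: Fluo-8 intracellular calcium dye fluorescence, real-time kinetic reads / Controls: vehicle wells and EC80 agonist wells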
CHO parental Ca = signal in parental CHO cells, OX1R antagonist counter-screen | inhibition, % at 5.6 µM | parental CHO-K1, ATP-induced calcium, Fluo-8 fluorescence | 0.63% of 330,000 active | AID 463079;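 active = inhibition above that plate's mean sample inhibition plus 3 SD, cut at about 26% in these data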;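 also: 0% = ATP-challenged DMSO wells and 100% = DMSO wells without ATP; some compounds past the cut are filed as inactive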
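Test system: parental CHO cells; detection: calcium-sensitive Fluo-8 fluorescence; evaluation: percent inhibition of calcium signal; also added: ATP as calcium-mobilizing challenge; repeats: one well per compound; control set: ATP-challenged DMSO wells low, unchallenged DMSO wells high; compound: single nominal dose of 5.6 µM per compound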
CHO-K1 Ca ag = nonselective activator or artifact in parental CHO-K1 cells. activation, % at 3 µM. AID 602248. Fluo-8 calcium fluorescence; scaled to maximal ATP response, vehicle zero. 0.48% of 360,000 active; in the data active = activation above about 15%;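 also: untransfected CHO-K1 host cells lacking M1 receptor as counterscreen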
CHRM1 PAM = potentiates human M1 receptor response to acetylcholine; P11229; CHO-K1 hM1, Fluo-8 calcium fluorescence, ACh EC20; 0% = ACh EC20, 100% = maximal ACh; activation, % at 3 µM; 0.088% of 360,000 active; AID 588819; in the data active = activation above about 19%, passing the limit was not always enough
M1 PAM parental = counter-screen for M1 PAMs: effect in parental CHO-K1 cells | ATP EC20, Fluo-8 calcium fluorescence; 0% at ATP EC20, 100% at ATP max | activation, % at 3 µM | 0.02% of 360,000 active | AID 602247;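 active = activation above the run cutoff, the mean activation of all test compounds plus 3 SD, cut at about 40% in these data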;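 also: peak over basal fluorescence ratio in a 140 s read after ATP addition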
An asterisk follows results filed as active; / = no result given. Compounds were not picked by outcome. About 4.4% of those tested had a hit in this group.

Every second line gives: CHRM1 agonist	M1 antag	CHO-K1 Ca antag	TAAR1 ag	TAAR1 antag	CHO parental Ca	CHO-K1 Ca ag	CHRM1 PAM	M1 PAM parental
CCCCOc1ccc(Nc2cc(Cl)ccc2C(=O)O)cn1
  -8	14	-3	-4	1	-3	-0.8	-6	-7
Cc1ccc2c(c1)CN1CN2Cc2cc(C)ccc21
  1	3	8	3	-10	-10	0.5	0	-8
CCOC(=O)C1C(c2ccc(O)c(OCC)c2)NC(=S)NC1(O)C(F)(F)F (stereo not drawn)
  -1	-30	-5	0	-12	9	0.2	10	15
COc1ccc(CCNC(=O)C2CCN(C(=O)c3ccccc3C)CC2)cc1
  -1	-22	-18	3	-9	-9	1.9	13	9
CCc1ccc(CN(C)Cc2nc(Cc3ccc(OC)c(OC)c3)no2)nc1
  -7	5	5	2	6	-19	0.1	-4	-7
CNC(=O)c1cc(-c2ccc(Cl)cc2)n(-c2ccccc2)n1
  -7	1	-6	0	12	-13	11	2	14
CC(C)(C)OC(=O)N1C(=O)[C@](OC(=O)c2ccccc2)(c2ccccc2)c2cccc(F)c21
  /	/	-25	-1	-5	/	1.2	/	20
O=C(O)COc1ccccc1C=NNc1ccc([N+](=O)[O-])cc1S(=O)(=O)Nc1ccc(Cl)cc1
  1	-2	-8	8	-8	3	0.0	2	12
C=CC[C@@H](CC(=O)N[C@H](CO)Cc1ccccc1)C(=O)N[C@@H](COC(=O)[C@H](CC=C)CC(=O)OC(C)(C)C)Cc1ccccc1
  -3	7	-13	13	50*	-18	1.6	-8	0
COc1ccc(Cl)cc1NC(=O)NCc1ccc2c(c1)OCO2
  -3	-5	-5	-1	-9	-13	2.2	3	10
Cc1ccc(NC(=O)CC(NC(=O)c2ccccc2Cl)c2ccccc2)nc1 (stereo not drawn)
  0	-2	-13	4	12	-4	1.1	0	13
C=CCSc1nnc(NC(=O)CSc2nc3ccccc3o2)s1
  -2	-12	-8	0	6	7	0.3	1	7
CC1Cn2c(nc(=O)c3c2NCN(CCc2ccccc2)C3)S1 (stereo not drawn)
  -4	28	-2	53*	4	6	4.7	-11	14
CCOC(=O)N1CCN(Cc2nc3c(c(=O)n(C)c(=O)n3C)n2Cc2cccc(C)c2)CC1
  -3	6	0	4	-2	-19	0.9	4	13
COc1ccccc1-c1cc(C(=O)Nc2cc(C)n(Cc3ccc(Cl)cc3)n2)no1
  -5	-5	-11	1	4	-21	0.5	8	21
O=C(CSc1n[nH]c(=O)[nH]c1=O)Nc1ccc(Br)cc1Br
  -2	4	-5	0	-6	-3	0.1	-3	-14
CCS(=O)(=O)N1CCC(C(=O)NCc2ccc(F)cc2Cl)CC1
  -4	9	-3	10	4	-1	0.7	-4	27
Cc1cccc(N/N=C/c2ccccc2O)c1
  -4	-17	-15	0	-4	-3	2.3	10	19
Cn1ccc2c(-c3ccc(F)cc3F)cc3c(c21)C1CCC3C1 (stereo not drawn)
  2	-5	1	-2	-16	/	0.6	10	8
COc1ccc(NC(=O)Cn2cc(S(=O)(=O)Cc3ccccc3)c3ccccc32)c(OC)c1
  1	-11	-15	6	-13	-31	2.8	5	21
Cc1cc2c(c(SCC(=O)NCc3ccc(Cl)cc3)n1)C(=O)OC2
  -7	-9	-6	3	-22	-8	0.6	2	16
FC(F)(F)c1cccc(OCc2noc(-c3ccsc3)n2)c1
  -1	-2	8	-1	-22	-7	-0.4	8	4
O=c1[nH]c2ccc(S(=O)(=O)N3CCN(c4ccccc4F)CC3)cc2s1
  1	-5	-2	6	11	2	3.1	2	7
CCOc1ccc(/C=N/NC(=O)C(C)Sc2ccccn2)cc1OCC (stereo not drawn)
  -2	-9	1	6	1	-15	1.9	8	0
Cc1cccc(NC(=O)NN2CCN(C)CC2)c1C
  -2	-13	-4	2	-31	/	1.4	7	7
CCOC(=O)c1cc2n(c1N)-c1ccccc1C2=O
  -1	-2	-8	8	12	-4	1.1	6	12
Cc1cc(Cl)ccc1OCc1nnc(-c2ccccc2C)o1
  -1	-5	4	5	-15	/	1.1	9	-2
COc1ccc(-c2ccc(=O)n(CC(=O)Nc3ccc(C(=O)NC4CC4)cc3)n2)cc1OC
  1	-17	2	11	7	-13	-0.1	14	22
CCOc1ccc(C(=O)Nc2ccc(N3CCN(S(C)(=O)=O)CC3)cc2)cc1[N+](=O)[O-]
  -6	-9	-13	3	-5	-6	0.9	1	7
O=C(NCC(c1ccco1)N1CCN(c2ccc(F)cc2)CC1)c1ccco1 (stereo not drawn)
  -4	-11	14	4	0	-1	-0.2	7	-15
Cc1ccc(NC(=O)O/N=C/c2ccc(F)cc2)cc1
  -2	-15	-1	3	-2	1	0.5	15	-8
O=C(NCCO)c1cccc(-c2cnc3cccnn23)c1
  -3	-10	-16	1	-8	/	0.6	3	14
Cc1c(C(=O)NCc2ccc(F)cc2)sc(=O)n1Cc1ccc(Cl)c(Cl)c1
  -9	22	-10	4	35	/	2.4	-18	17
CCCNC(=O)c1cc(C2CCCN(C(=O)c3cc(C(C)(C)C)nn3C)C2)on1 (stereo not drawn)
  0	-6	-3	3	-2	/	1.2	1	5
COCCOc1nc2c(c(=O)n(C)c(=O)n2C)n1Cc1cccc(OC)c1
  -1	-14	6	3	7	45*	4.7	-3	16
COc1cccc(CN(C)C(=O)CC[C@H]2O[C@@H](n3cnc4c(NC(=O)c5ccccc5)ncnc43)[C@H](O)[C@@H]2O)c1
  -3	-19	-17	0	-3	/	0.1	4	3
COc1cc(C(=O)N[C@H](C(=O)NC2CCCCCC2)C(C)C)cc(OC)c1OC
  -7	8	3	13	8	-20	0.1	-4	4
O=C1NC(=S)N(c2cccc(Cl)c2)C12CCCCC2
  -8	-2	-5	0	-18	-3	0.3	6	14
NNC(=O)c1ccc2c(c1)S(=O)(=O)NNC2=O
  -3	9	-10	6	-5	-3	-0.3	-7	-12
CC(C)(C)NC(=O)CC1C[C@H](C(=O)N2CCOCC2)[C@@]2(C)c3[nH]c4ccccc4c3CCN2C1=O (stereo partly drawn)
  -4	-14	-19	0	-17	-9	0.5	10	20
O=S(=O)(c1ccc(F)c(F)c1)N1CCN(c2ncccn2)CC1
  -3	-13	-9	0	-7	-11	1.1	11	-2
Cc1ccc(C(=O)N2CCN(C)CC2)cc1S(=O)(=O)N1CCOCC1
  2	-2	2	3	-18	-4	0.4	16	-7
COc1cccc(C(=O)CSc2nnc(CNS(=O)(=O)c3ccc(C)cc3)n2C)c1
  -3	-8	-11	3	3	/	0.9	2	5
O=C(NN=Cc1ccc(N2CCOCC2)s1)c1ccc([N+](=O)[O-])cc1
  -4	2	-12	4	17	-4	0.5	1	-9
COc1ccc(C(C(=O)NC2CCCCC2)N(CC2CCCO2)C(=O)CCCC(=O)Nc2ccccn2)cc1 (stereo not drawn)
  -3	-12	-28	2	10	/	0.4	10	11
COc1cc(CNc2ccc3[nH]c(=O)[nH]c3c2)cc(Br)c1OCc1ccc(F)cc1
  -6	-10	-7	5	-5	/	1.1	13	8
CCOc1ccc(NC(=O)C(CC(=O)O)Cc2ccccc2)cc1 (stereo not drawn)
  -7	-3	4	6	-18	-14	-0.1	2	6
CC(=O)N1N=C2c3ccccc3CCC2C1c1ccc(F)cc1 (stereo not drawn)
  -5	-10	-8	5	-36	-21	1.5	7	-1
COc1ccc(C)cc1S(=O)(=O)N1CCN(C(=O)c2ncoc2-c2ccccc2F)CC1
  -4	-11	5	9	-13	-12	3.6	9	-13
FC(F)(F)c1ccccc1NC(=S)N1CCN(Cc2ccc3c(c2)OCO3)CC1
  -2	-14	-28	12	3	3	6.8	13	28

An excerpt of these results, with each value named:
CC(=O)N1N=C2c3ccccc3CCC2C1c1ccc(F)cc1 (stereo not drawn)
  CHRM1 agonist = -5; M1 antag = -10; CHO-K1 Ca antag = -8; TAAR1 ag = 5; TAAR1 antag = -36; CHO parental Ca = -21; CHO-K1 Ca ag = 1.5; CHRM1 PAM = 7; M1 PAM parental = -1

COc1ccc(C)cc1S(=O)(=O)N1CCN(C(=O)c2ncoc2-c2ccccc2F)CC1
  CHRM1 agonist = -4; M1 antag = -11; CHO-K1 Ca antag = 5; TAAR1 ag = 9; TAAR1 antag = -13; CHO parental Ca = -12; CHO-K1 Ca ag = 3.6; CHRM1 PAM = 9; M1 PAM parental = -13

Further entries:
Every second line gives: CHRM1 agonist	M1 antag	CHO-K1 Ca antag	TAAR1 ag	TAAR1 antag	CHO parental Ca	CHO-K1 Ca ag	CHRM1 PAM	M1 PAM parental
CC(OC(=O)c1cc(S(=O)(=O)N2CCOCC2)ccc1F)C(=O)NCC1CCCCC1 (stereo not drawn)
  -5	-4	-9	1	-6	-11	0.6	-1	3
COc1ccc(S(N)(=O)=O)cc1C(=O)N(C)CC(=O)Nc1ccc(N2CCOCC2)cc1
  -1	-11	-5	1	-23	-3	1.0	11	9
CCOc1ccc(OCCn2c(S(=O)(=O)O)nc3c(N)ncnc32)cc1
  -3	-1	-10	/	/	/	0.1	4	4
COc1ccc(F)cc1S(=O)(=O)NC(Cc1ccccc1)C(N)=O (stereo not drawn)
  -2	-7	-2	7	6	-13	0.1	1	2
CS(=O)(=O)N1CCN(C(=S)NCc2ccc(Cl)cc2)CC1
  0	-6	1	7	11	-9	1.3	-3	-8
Cc1ccc(-c2nc3ccccc3o2)cc1NC(=S)NC(=O)c1cccs1
  -2	-8	-8	1	3	-27	0.2	10	19
CCOc1cc(S(=O)(=O)N2CCC(c3nc4ccccc4s3)CC2)c(OCC)cc1S(=O)(=O)N1CCCCC1
  -1	-28	-6	5	-9	-12	0.0	18	-5
CC1=NN(c2nc(-c3ccc(C)cc3)cs2)C(=O)C1N=Nc1cccc(O)c1 (stereo not drawn)
  -2	2	-7	0	7	-3	0.8	3	5
CC(=O)NC(c1cccc(F)c1)c1nc(-c2ccccc2)cs1 (stereo not drawn)
  -4	-7	-8	2	-31	/	0.5	5	18
COC(=O)c1ccc2[nH]c(C3(O)CCCCC3)c(C)c2c1
  -6	-9	-20	15	14	-20	2.6	2	18
CCOC(=O)c1ccccc1NS(=O)(=O)c1ccccc1F
  -6	-4	-7	5	0	-15	-0.3	5	12
Cn1nc(-c2ccccc2)c(-c2nc(-c3cccc(C(F)(F)F)c3)no2)c1Cl
  -3	-10	-3	9	-13	-12	0.4	0	16
CCC(C)(C)NC(=O)C(c1ccc(OC)cc1)N(C(=O)CCC(=O)Nc1cc(C)on1)c1ccccc1OC (stereo not drawn)
  -5	-12	-12	1	-16	-14	-0.5	15	21
Cc1cc(C)n2c(Nc3c(C)cccc3C)c(CCc3ccccc3)nc2n1
  /	/	3	12	6	/	1.8	/	6
CC1=CC(C)(C)Nc2ccc(OC(=O)C(Cc3ccccc3)N3C(=O)C4CCCCC4C3=O)cc21 (stereo not drawn)
  -3	-19	-6	-2	0	-29	0.3	1	14
COC(=O)c1cc(=O)c2c([N+](=O)[O-])ccc(OC)c2o1
  1	-8	-10	0	-4	-2	0.0	6	16
O=C(COC(=O)c1ccccc1F)NC(=O)NC1CCCC1
  -6	-10	-10	2	-11	-9	-0.8	10	0
